High-throughput results (PubChem)
SENP8 block-1 – SENP8 (human) protease inhibition; Q96LD8; recombinant SENP8, Nedd8 substrate fluorescence; inhibition, % at 20 µM; 360,000 tested, 0.64% active; AID 602440; in the data active means inhibition mostly above about 40%, no sharp cut-off; inactive means mostly below about 27%
Target sequence (Q96LD8 whole entry, looked up): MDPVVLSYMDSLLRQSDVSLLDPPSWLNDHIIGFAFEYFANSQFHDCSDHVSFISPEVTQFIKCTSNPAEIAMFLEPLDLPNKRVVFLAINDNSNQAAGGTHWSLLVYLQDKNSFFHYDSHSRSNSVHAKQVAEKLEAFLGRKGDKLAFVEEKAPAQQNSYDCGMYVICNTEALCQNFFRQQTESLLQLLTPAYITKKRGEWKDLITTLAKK
SENP1 FRET inh – blocks the human SENP1 SUMO protease catalytic domain | Q9P0U3 | inhibition, % at 10 µM | AID 624204 | recombinant SENP1 catalytic domain, CyPet-SUMO1-YPet FRET cleavage | 360,000 tested, 0.21% active;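 active means inhibition at least 30% at 10 µM, raw YFP signal under a set limit, fluorescence ratio 0.5 to 1.5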;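 further: 0% = enzyme with DMSO and 100% = no enzyme wells; some results filed as inactive read as strong as hits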
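material = recombinant human SENP1 catalytic domain, His6-tagged | quantity = 20 pM enzyme | reagent = 25 nM SUMO1 FRET substrate | compound dosing = 10 µM single point, 0.5% DMSO | timing = 50 min enzyme reaction, room temperature, light-protected | detection = FRET, CFP and YFP emission | control set = no-enzyme low, enzyme-DMSO high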
SENP6 inh – inhibitors of human SENP6 protease; Q9GZR1; Recombinant SENP6 catalytic domain, aminoluciferin luminescence; inhibition, % at 10 µM; 330,000 tested, 1.8% active; AID 2599;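 active means inhibition above about 50% at the single tested dose, limit read from the data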;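 further: plate controls were DMSO wells with enzyme for no effect and DMSO wells lacking enzyme for full effect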
PfG6PD inh – PfG6PD (Plasmodium falciparum) enzyme inhibition; PfGluPho enzyme, NADPH resazurin-diaphorase fluorescence; AID 504690; 350,000 tested, 0.78% active; inhibition, % at 20 µM;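 active means inhibition reaching at least a set limit at 20 µM in the primary screen, cut at about 59% in these data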;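 further: 0% = DMSO wells with substrate and 100% = DMSO wells lacking glucose-6-phosphate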
SENP8 block-2 – blocks the human protease SENP8 | AID 2540 | 330,000 tested, 1.2% active | inhibition, % at 10 µM | Q96LD8 | purified SENP8, Z-RLRGG-aminoluciferin cleavage, luminescence; in the data active means inhibition above about 50%
HKDC1 inh – blocks human hexokinase HKDC1 activity | AID 493160 | Q2TB90 | recombinant HKDC1, G6PDH/diaphorase resazurin coupled fluorescence | inhibition, % at 20 µM | 340,000 tested, 0.16% active;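 active means inhibition above about 35% when tested at 20 µM, limit read from the data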;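 further: plate controls were DMSO wells with enzyme for no effect and DMSO wells lacking enzyme for full effect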
Target sequence (Q2TB90 whole entry, looked up): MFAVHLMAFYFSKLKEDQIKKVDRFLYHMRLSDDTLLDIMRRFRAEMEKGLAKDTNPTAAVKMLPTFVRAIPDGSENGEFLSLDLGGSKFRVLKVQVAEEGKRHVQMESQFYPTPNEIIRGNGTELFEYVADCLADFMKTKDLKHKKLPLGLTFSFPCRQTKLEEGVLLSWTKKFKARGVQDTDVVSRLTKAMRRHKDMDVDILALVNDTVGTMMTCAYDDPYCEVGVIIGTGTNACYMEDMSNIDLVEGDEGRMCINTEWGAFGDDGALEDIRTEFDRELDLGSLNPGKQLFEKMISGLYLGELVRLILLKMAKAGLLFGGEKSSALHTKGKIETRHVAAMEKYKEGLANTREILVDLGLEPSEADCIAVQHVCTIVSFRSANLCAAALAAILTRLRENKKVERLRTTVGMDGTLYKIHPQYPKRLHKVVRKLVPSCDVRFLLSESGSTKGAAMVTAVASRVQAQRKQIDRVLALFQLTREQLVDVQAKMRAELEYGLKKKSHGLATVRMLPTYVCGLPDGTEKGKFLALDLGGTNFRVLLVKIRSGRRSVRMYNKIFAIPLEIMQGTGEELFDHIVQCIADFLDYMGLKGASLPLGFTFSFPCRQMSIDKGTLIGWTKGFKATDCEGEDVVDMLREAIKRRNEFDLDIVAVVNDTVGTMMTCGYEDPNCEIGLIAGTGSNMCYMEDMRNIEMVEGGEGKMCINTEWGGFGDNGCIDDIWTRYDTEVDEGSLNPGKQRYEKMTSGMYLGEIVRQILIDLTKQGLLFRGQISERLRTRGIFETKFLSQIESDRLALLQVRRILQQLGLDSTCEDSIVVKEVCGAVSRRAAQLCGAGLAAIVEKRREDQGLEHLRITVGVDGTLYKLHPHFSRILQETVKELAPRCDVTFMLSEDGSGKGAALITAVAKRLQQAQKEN
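Material – in-house recombinant HK5 (HKDC1) enzyme · Quantity – HKDC1 at 5 µg/mL · Buffer or medium – pH 8.0 Tris buffer with 10 mM MgCl2 · Reagent – glucose with 1 mM ATP · Dosing – single 20 µM dose · Times – reaction time 90 min, room temperature, protected from light · Technique – resorufin fluorescence at 613 nm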
MIN6 prolif – MIN6 beta-cell proliferation induction. MIN6 cells proliferation, ATPlite luminescence, 48 h; cells starved in 0.2% serum; 100% = growth in 10% serum. 330,000 tested, 0.29% active. proliferation, % at 10 µM;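 active means compounds whose signal lies at least 3.5 SD above the mean of all wells on their plate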;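 further: 0% = DMSO-treated cells in low-serum medium and 100% = 10% serum control; some compounds called inactive have numbers as strong as hits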
UBC13 polyUb – inhibitors of human UBC13 polyubiquitin chain formation; P61088; TR-FRET; inhibition, % at 20 µM; 330,000 tested, 0.47% active; AID 485273; in the data active means inhibition above about 45%, passing the limit was not always enough
SENP7 block – SENP7 protease inhibition; Q9BQF6; recombinant SENP7, Z-RLRGG-aminoluciferin luminescence, 40 min; inhibition, % at 5 µM; 330,000 tested, 1.5% active; AID 434973;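 active means inhibition above about 50% at the single test dose, limit read from the data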;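 further: plate controls were DMSO with enzyme for no effect and no enzyme buffer wells for full effect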
Starred values were filed as active, the others as inactive; . = no result given; & = joins results of further samples. Outcome played no part in choosing rows; 4% or so of the library scored in one or more.

Order of values: UBC13 polyUb	SENP7 block	SENP8 block-1	SENP1 FRET inh	PfG6PD inh	HKDC1 inh	SENP6 inh	MIN6 prolif	SENP8 block-2
O=C(Nc1nccc(-c2cccs2)n1)c1cccs1
    -2	-9	19	2	44	-1	-1	-2	-6
Cc1sc2nc(C)n(/N=C/c3ccc(O)cc3O)c(=O)c2c1C
    5	4	-120	-24	-8	1	16	-2	6
O=C(CCN1C(=O)COc2ccccc21)NCCCN1CCN(c2ccccc2F)CC1
    -1	-10	11	0	-5	-8	-13	-2	-10
CC1CC(=O)c2ccccc2C1C (stereo not given)
    .	.	9	2	-9	5	.	.	.
Cc1c(C(=O)Nc2ccccc2)oc2c1C(=O)CC(C)(C)C2
    7	-3	9	1	-8	-8	-6	2	4
Cc1ncc([N+](=O)[O-])n1CC(=O)NC1CCCCC1
    -8	5	16	1	2	-4	-6	-2	-3
COc1ccc(NC(=O)CCN2C(=O)NC3(CCCC3)C2=O)cc1Cl
    0	2	13	0	-15	1	-1	-6	5
CC(C)C[C@@H](CN1CCCC1CN1C(=S)NC[C@@H]1Cc1ccc(O)cc1)N1C[C@H](Cc2ccc(O)cc2)N(CCc2ccccc2)C1=S (stereo not given in full)
    .	.	18	0	16	-3	.	.	.
Cc1ccc(S(=O)(=O)N(C(=O)c2ccncc2)c2ccc3oc4c(c3c2)CCCC4)cc1[N+](=O)[O-]
    1	3	9	0	-5	0	4	0	2
O=C(NCc1ccccc1)c1ccc2nc(N3CCOCC3)sc2c1
    7	0	12	1	8	-6	-34	2	-14
C/C(=C(\C#N)C(=O)NCCN1CCOCC1)N(C)C
    2	-2	9	2	-19	-7	-23	-1	1
O=C(Nc1ccccc1)Nc1nnc(-c2cccs2)s1
    2	-13	-267	-1	6	6	4	0	-14
CCOC(=O)N1CCN(C(=O)c2ccc(C#CC3(O)CCCCC3)cc2)CC1
    -8	-4	8	-3	7	4	-11	-2	-3
COC(=O)c1ccccc1NC(=O)c1cn(-c2ccc(C)c(C)c2)c(=O)c2ccccc12
    11	3	-67	6	12	-1	-7	0	5
COc1cc(NC(=O)c2cccs2)c(OC)cc1NC(=O)c1ccco1
    6	1	3	2	-9	-8	-1	4	0
Cc1cc(NC(=O)CSc2ccc3nnc(-c4cccnc4)n3n2)no1
    1	13	-115	1	2	-5	-1	-2	-6
CCCCSc1nc(O)c(Cc2ccccc2)c(=O)[nH]1
    -10	-3	21	2	-10	-1	-12	-2	-9
COc1ccc(C=O)cc1COc1ccc2c(c1)OCO2
    -4	-3	-16	1	9	5	-6	0	-20
O=C(COC(=O)c1ccc(CNS(=O)(=O)c2ccc(F)c(Cl)c2)cc1)NC1CCCCCCC1
    10	7	15	-2	-15	-10	-8	0	-3
CC(=O)Nc1ccccc1C(=O)C(=O)Nc1cccc(C(=O)NC2CC2)c1
    -3	-3	8	1	-4	-6	-19	-1	-7
Cc1cccc(C(C)C)c1NC(=O)CN(C)Cc1cccc(F)c1
    3	0	15	4	-10	5	11	0	6
CC(OC(=O)CCC(=O)c1ccccc1)C(=O)Nc1ccc(F)cc1 (stereo not given)
    6	1	6	7	6	-7	-4	5	13
CCOC(=O)c1[nH]c(C(=O)O)c(CCC(=O)OC)c1C
    -3	-5	13	0	-6	9	-21	1	-8
CCOc1ccccc1N1CCN(C(=O)c2cccs2)CC1
    -5	2	7	2	-2	-2	8	0	8
O=S(=O)(c1ccc(F)cc1)c1nc(-c2ccccc2)oc1N1CCOCC1
    -4	-8	-4	0	-27	7	6	8	-8
CC(=O)NC(C(=O)OCC(=O)N(c1ccccc1)c1ccccc1)C(C)C (stereo not given)
    18	-5	25	-1	10	-5	-2	0	-4
Cc1cc(C)c2c(n1)sc1c(=O)n(CC(=O)c3ccccc3)cnc12
    7	2	20	-2	-7	-5	-17	-2	-10
Nc1ccc(C(=O)O)cc1S(=O)(=O)O
    2	5	8	0	-3	-4	-9	-2	-2
CCCc1nnc(NC(=O)c2cccs2)s1
    -3	-8	9	0	-11	-2	-17	2	-14
COc1ccccc1NC(=O)Nc1ccc(S(=O)(=O)Nc2onc(C)c2C)cc1
    -2	-8	1	-3	-11	-5	-5	-4	0
Cc1cc(C(=O)Nc2cccc3c2O[C@@H](CN(C)S(C)(=O)=O)[C@H](C)CN([C@@H](C)CO)C3=O)n(C)n1
    -4	-3	8	2	3	-4	-7	1	-2
Cc1c(NS(C)(=O)=O)cccc1-c1nc2cccnc2s1
    8	9	-131	2	1	-6	38	-1	12
O=P(OC1CCS(=O)(=O)C1)(c1ccccc1)c1ccccc1 (stereo not given)
    1	5	15	1	2	-3	-7	3	-10
COc1ccc(NC(=O)c2ccc(-c3nn(C)c(=O)c4ccccc34)cc2)cc1
    1	9	-57	2	0	-4	7	-1	8
CCC1=NN2C(=N)/C(=C/c3ccc(OS(=O)(=O)c4ccccc4)c(OC)c3)C(=O)N=C2S1
    1	-6	5	-8	-8	9	-5	-1	-5
CCCNC(=O)Nc1cccc(C(=O)OC)c1
    1	-1	14	3	-2	-2	-10	-3	-4
CCn1c(SCC(=O)c2ccc(Cl)cc2)nnc1-c1cccs1
    4	1	-24	1	31	-3	-10	4	0
COc1ccc(C(C)=O)cc1COC(=O)CNC(=O)c1ccccc1F
    -4	6	27	3	-6	-3	-10	0	-2
COc1ccc(NC(=O)CN(C)C(=O)c2cccc(-n3cccc3)c2)cc1
    -4	8	-3	0	.	.	-15	3	-10
O=C(Nc1ncc(Br)s1)C(Cc1ccccc1)n1cccc1 (stereo not given)
    2	-1	2	0	7	8	0	-6	11

In the list so far, these contain a COOH group.
Order of values: UBC13 polyUb	SENP7 block	SENP8 block-1	SENP1 FRET inh	PfG6PD inh	HKDC1 inh	SENP6 inh	MIN6 prolif	SENP8 block-2
CCOC(=O)c1[nH]c(C(=O)O)c(CCC(=O)OC)c1C
    -3	-5	13	0	-6	9	-21	1	-8
Nc1ccc(C(=O)O)cc1S(=O)(=O)O
    2	5	8	0	-3	-4	-9	-2	-2

Next section:
Order of values: UBC13 polyUb	SENP7 block	SENP8 block-1	SENP1 FRET inh	PfG6PD inh	HKDC1 inh	SENP6 inh	MIN6 prolif	SENP8 block-2
Cc1ccc(C2=Nc3ccccc3N(C(=O)c3ccccc3)C(C)C2)cc1 (stereo not given)
    -4	0	9	1	8	-2	9	-1	3
CC(=O)Nc1ccc(OCC(O)CNC(C)C)cc1 (stereo not given)
    5	1	9	-2	0	-11	-5	0	1
O=C(NCc1cc(C(F)(F)F)ccc1F)C1CCC(=O)N(C2CC2)C1 (stereo not given)
    -8	14	3	0	13	-5	-11	-4	-9
CN(C)S(=O)(=O)n1cnc([C@H]2c3c(ncn3Cc3ccccc3)C[C@H]3COC(=O)[C@@H]32)c1
    3	-2	4	1	4	-4	14	-4	-2
COCCNC(=O)CN1CCC(n2c(C)nc3cc(C(F)(F)F)ccc32)CC1
    6	1	17	-8	-9	-4	-5	0	-6
CCC1=NN2C(=N)/C(=C\c3ccc(OCCOc4ccccc4OC)cc3)C(=O)N=C2S1
    -4	3	5	-9	-33	10	7	-3	-2
CCN(CC(=O)Nc1c(F)cccc1F)C(=O)CCc1c[nH]c2ccccc12
    4	0	16	-2	-5	-2	-7	-1	-5
C=CCc1c(C)nc(SCC(=C)C)[nH]c1=O
    5	9	26	3	-3	11	-6	-1	3
Cc1nn(-c2ccc(Cl)cc2)c(Cl)c1/C=C(\C#N)C(N)=O
    -1	-2	-12	-4	0	1	0	0	1
O=C(O)/C=C/c1ccc(S(=O)(=O)Nc2ccc3[nH]c(=O)[nH]c3c2)cc1
    -10	3	11	-29	11	12	-2	0	10

Only MIN6 prolif, SENP6 inh and SENP8 block-1, for 2 of the compounds above:
smiles	MIN6 prolif	SENP6 inh	SENP8 block-1
CC(=O)Nc1ccc(OCC(O)CNC(C)C)cc1 (stereo not given)	0	-5	9
Cc1ccc(C2=Nc3ccccc3N(C(=O)c3ccccc3)C(C)C2)cc1 (stereo not given)	-1	9	9

Going on with the list:
Order of values: UBC13 polyUb	SENP7 block	SENP8 block-1	SENP1 FRET inh	PfG6PD inh	HKDC1 inh	SENP6 inh	MIN6 prolif	SENP8 block-2
NC(=O)[C@@H]1CCCNc2c(I)cc([N+](=O)[O-])cc2C(=O)N[C@@H](CCC(=O)O)C(=O)N[C@@H](CO)C(=O)N1
    -5	-2	23	0	2	6	3	-3	3
COC(=O)c1cc2sccc2n1Cc1nc(-c2ccc(Cl)cc2)oc1C
    3	-2	24	1	-3	-1	-4	-5	0
OC(CCc1cccc(Cl)c1)c1cccs1 (stereo not given)
    4	4	10	2	13	0	13	-2	-2
N=c1sccn1CC(=O)Nc1ccc(SC(F)F)cc1
    2	-2	3	1	2	-6	-2	0	2
Cc1ccc(-n2nc3c(=O)n(CC(=O)NCCCc4ccccc4)nc(C)c3c2C)cc1
    0	-7	10	4	-6	1	-9	-5	0
C=CCN(c1ccccc1C(=O)NCC(=O)O)S(=O)(=O)c1ccc(C)cc1
    2	-3	9	0	-12	-3	-8	-1	-1
COc1ccc(/C=N/N2C(=O)C3C4C=CC(CC4)C3C2=O)c(OC)c1 (stereo not given)
    7	-6	16	2	2	-12	-2	0	9
Cc1ccc(S(=O)(=O)N2CCOCC2)cc1NC(=O)COC(=O)CSc1ccc(Br)cc1C
    -2	-2	10	4	-3	-3	-4	1	-8
O=C(N/N=C/c1ccsc1)C1CC1
    -14	-1	4	2	6	8	-1	-5	-11
CC(C)Cn1c(N)c(C(=O)CSc2cc(Cl)ccc2Cl)c(=O)n(C)c1=O
    12	-3	.	.	.	.	5	-6	1
CCOC(=O)NN1C(=O)c2ccccc2NC1c1ccccn1 (stereo not given)
    17	7	-374	-4	-5	-8	-6	3	-2
CCCCC(=O)Nc1ccc(C(=O)Nc2nnc(COC)s2)cc1
    -2	5	-14	1	-7	-8	-1	-1	4
Cc1ccc(-c2ccc(/C=N\n3cnnc3)o2)c(Br)c1
    1	-4	-96	2	3	-1	5	-3	-6
O=C(NCn1ccc(=O)[nH]c1=S)c1ccccc1
    2	-2	13	2	-2	-2	-9	-1	-11
O=C(Cc1ccccc1)Nc1ccc(N2CCCCC2)cc1
    3	64*	18	1	0	-6	39	-4	54*
Cc1nc(-c2ccccc2)nc2[nH]c(=O)n(-c3ccccc3)c(=O)c12
    3	-1	0	3	-4	3	-2	1	-2
O=C(c1cc([N+](=O)[O-])ccc1Cl)N1c2ccccc2Sc2ccccc21
    7	-2	1	2	21	0	-1	0	3
O=C(COC(=O)Cn1nnc2ccccc21)Nc1ccccc1Br
    6	-4	17	6	1	-14	10	0	0
Cc1cc(NC(=O)CCCN2C(=O)/C(=C/c3cccs3)SC2=S)no1
    -15	-5	19	-3	-28	-6	-25	-4	-13
Nc1ccn([C@H]2C[C@H](O)[C@@H](CO)O2)c(=O)n1
    0	-3	2&12	1&2	-12&-1	-4&-2	-5	-2	-5
O=C(NC1CCCC1)C1CC(c2ccc(F)cc2)=NO1 (stereo not given)
    -5	-6	-14	1	-1	5	-12	-1	-1
COc1ccc(C(CC(=O)N2CCCC2)c2c(OC)cc(OC)c3c(-c4ccccc4)cc(=O)oc23)cc1 (stereo not given)
    -10	-10	-127	-1	3	11	-2	-6	3
O=C1C(C=Nc2ccccc2O)=C(O)c2ccccc21
    -35	5	45*	3	17	1	96*	-2	95*
